PLC-gamma1 inh – PLC-gamma1 enzyme inhibitors, primary screen, biochemical, fluorescence, purified enzyme | 1-phosphatidylinositol 4,5-bisphosphate phosphodiesterase gamma-1 (Homo sapiens), P19174 | fluorogenic substrate | inhibition, % at 12.2 µM | 0.84% of 370,000 active | AID 720700, 2013; in the data active = inhibition above about 9.5%
ssDAF-12 act – S. stercoralis DAF-12 nuclear receptor activators, primary screen, cell-based, luminescence, HEK293, GRIP1 co-expression, lit1-tk-luc; Nuclear hormone receptor DAF-12 (Strongyloides stercoralis); HEK293 ssDAF-12/GRIP1 lit1-tk-luc reporter; % of 3 µM dafachronic acid response; activation, % at 6.8 µM; 1% of 370,000 active; AID 652126, 2013;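 active = activation above the mean over all tested compounds plus 3 SD, cut at about 0.9% in these data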;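 also: 0% = DMSO-only wells and 100% = 3 µM delta7-dafachronic acid wells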
PLC-beta3 inh – human PLC-beta3 inhibitors, primary screen, biochemical, fluorescence; Purified PLC-beta3, fluorogenic substrate; inhibition, % at 12.2 µM; 0.18% of 370,000 active; AID 720704, 2013; in the data active = inhibition above about 11%;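 also: 0% = median of compound wells on plate and 100% = full blocker control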
FXN GAA850 act – FXN promoter activators, primary screen, cell-based, luciferase luminescence, HEK293 lucGAA850. HEK293 lucGAA850 FXN promoter luciferase reporter, 24 h; percent of 10 µM SAHA response. activation, % at 6 µM. 0.56% of 360,000 active. AID 540364, 2011;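 active = activation above the average of all compounds screened plus 3 SD, cutoff fixed separately per campaign, cut at about 7.5% in these data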;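 also: 0% = DMSO wells and 100% = 10 µM SAHA wells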
DAX1 inh-1 – DAX1 (NR0B1) inhibitors, primary screen, cell-based, HEK293, Gal4-DAX1, luciferase luminescence | Nuclear receptor subfamily 0 group B member 1 (Homo sapiens), P51843 | HEK293 Gal4-DAX1 luciferase reporter | inhibition, % at 6.75 µM | 0.99% of 340,000 active | AID 504766, 2011;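 active = inhibition above the mean over all tested compounds plus 3 SD, cut at about 4.2% in these data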;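 also: 0% = DAX1-transfected cells with DMSO and 100% = empty-vector control cells with DMSO; inhibition shows as a rise in luminescence from relieved DAX1 repression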
Target sequence (P51843 207-470 limits assumed): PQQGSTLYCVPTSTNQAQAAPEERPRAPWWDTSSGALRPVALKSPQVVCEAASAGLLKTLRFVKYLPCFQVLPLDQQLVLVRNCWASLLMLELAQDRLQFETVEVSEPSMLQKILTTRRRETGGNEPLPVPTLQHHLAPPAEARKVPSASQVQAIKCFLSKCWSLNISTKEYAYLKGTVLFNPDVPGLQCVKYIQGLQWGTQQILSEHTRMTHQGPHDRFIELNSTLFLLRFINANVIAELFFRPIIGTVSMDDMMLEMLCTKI
DAX1 inh-2 – DAX1 (NR0B1) inhibitors on StAR promoter, primary screen, cell-based, luminescence, SF-1 (NR5A1), full-length DAX-1 | 1.1% of 370,000 active | inhibition, % at 6.8 µM | AID 652010, 2013 | HEK293T StAR-luciferase reporter, SF-1/DAX-1 repression relief;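 active = inhibition above the mean over all tested compounds plus 3 SD, cut at about 3.6% in these data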;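 also: 0% = DAX-1 cells with DMSO and 100% = cells lacking DAX-1 with DMSO; higher inhibition means more luminescence from relief of DAX-1 repression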
ADAM10 inh – human ADAM10 inhibitors, primary screen, biochemical, QFRET, HTS. 0.62% of 370,000 active. inhibition, % at 7 µM. Disintegrin and metalloproteinase domain-containing protein 10 (Homo sapiens), O14672. recombinant ADAM10, EDANS/DABCYL FRET peptide cleavage, 3 h;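 active = inhibition above a per-campaign cutoff equal to the mean of compounds falling between control-based bounds plus 3 SD, cut at about 20% in these data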;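 also: 0% = DMSO wells while the 100% control is not disclosed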
sPLA2-III inh – human group III sPLA2 inhibitors, primary screen, biochemical, QFRET, BODIPY PC-A2 liposome substrate; QFRET BODIPY PC-A2 liposome hydrolysis, fluorescence; Group 3 secretory phospholipase A2 (Homo sapiens), Q9NZ20; 0.56% of 370,000 active; inhibition, % at 12.2 µM;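 active = inhibition above mean plus 3 SD of compounds lying within the high and low control bounds, cut at about 19% in these data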;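 also: 0% = median of test compound wells and 100% = no enzyme DMSO wells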
ADAM17 inh – ADAM17 inhibitors, primary screen, biochemical, QFRET. recombinant ADAM17, EDANS/DABCYL FRET peptide cleavage. inhibition, % at 6.95 µM. 0.83% of 370,000 active. Disintegrin and metalloproteinase domain-containing protein 17 (Homo sapiens), P78536;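 active = inhibition above the mean of compounds lying between control limits plus 3 SD, set per campaign, cut at about 8.5% in these data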;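 also: 0% = DMSO-only wells as the low control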
Target sequence (P78536 215-824 limits assumed): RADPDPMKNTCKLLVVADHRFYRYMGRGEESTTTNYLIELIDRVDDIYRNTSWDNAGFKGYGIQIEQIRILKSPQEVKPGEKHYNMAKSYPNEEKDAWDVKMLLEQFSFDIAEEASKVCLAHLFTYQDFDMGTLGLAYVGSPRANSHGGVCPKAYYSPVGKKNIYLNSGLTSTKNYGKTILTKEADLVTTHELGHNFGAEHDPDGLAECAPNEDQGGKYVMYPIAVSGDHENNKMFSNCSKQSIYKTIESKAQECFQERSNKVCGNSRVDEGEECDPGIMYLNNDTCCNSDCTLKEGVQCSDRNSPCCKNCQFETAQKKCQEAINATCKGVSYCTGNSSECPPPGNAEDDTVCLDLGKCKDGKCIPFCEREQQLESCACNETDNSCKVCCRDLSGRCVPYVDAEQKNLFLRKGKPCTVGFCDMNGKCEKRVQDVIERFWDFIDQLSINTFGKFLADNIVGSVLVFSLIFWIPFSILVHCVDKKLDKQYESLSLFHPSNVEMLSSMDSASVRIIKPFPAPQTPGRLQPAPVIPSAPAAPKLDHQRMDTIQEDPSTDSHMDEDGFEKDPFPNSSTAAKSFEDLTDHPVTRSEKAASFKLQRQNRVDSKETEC
hcDAF-12 act – H. contortus DAF-12 nuclear receptor activators, primary screen, cell-based, luminescence, HEK293, lit1-tk-luc reporter. HEK293 hcDAF-12 lit1-tk-luc reporter; 0% DMSO, 100% Δ7-dafachronic acid. 1.4% of 370,000 active. activation, % at 6.8 µM;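 active = activation above the mean of all tested compounds plus 3 SD, cut at about 5.5% in these data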;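 also: 100% = response to 3 µM Δ7-dafachronic acid high control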
hgDAF12 agonist – H. glycines DAF-12 receptor agonists, primary screen, cell-based, luminescence, HEK293, GAL4 fusion, UAS-luciferase; Nuclear hormone receptor DAF-12 (Heterodera glycines), GAL4 fusion; HEK293 GAL4-hgDAF12 UAS-luciferase reporter, agonist luminescence; normalized to butyrate control; activation, % at 6.8 µM; 1.8% of 370,000 active;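 active = activation above a cutoff set at the mean of all screened compounds plus 3 SD, cut at about 10% in these data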;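 also: 0% = DMSO wells and 100% = sodium butyrate wells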
Numbers without * were called inactive; i = inactive; · = no result given. No enrichment for hits, and some 6.9% of all compounds hit somewhere here.

The opening two records, to show the layout:
SMILES | PLC-gamma1 inh | ssDAF-12 act | PLC-beta3 inh | FXN GAA850 act | DAX1 inh-1 | DAX1 inh-2 | ADAM10 inh | sPLA2-III inh | ADAM17 inh | hcDAF-12 act | hgDAF12 agonist
O=C1c2cccnc2C(O)N1Cc1ccc(F)cc1 (configuration not stated) | 3 | -1.4 | 2 | -3.8 | 0.1 | 0.1 | -2 | 3 | 6 | -1.4 | -1.3
COc1ccc(O)c(/C=N/NC(=O)CCC(=O)Nc2ccc(C)cc2)c1 | -275 | -1.2 | -384 | -2.1 | 0.1 | -1.2 | -132 | -6 | -44 | -1.4 | -5.5

The whole of this part, from the first entry:
SMILES | PLC-gamma1 inh | ssDAF-12 act | PLC-beta3 inh | FXN GAA850 act | DAX1 inh-1 | DAX1 inh-2 | ADAM10 inh | sPLA2-III inh | ADAM17 inh | hcDAF-12 act | hgDAF12 agonist
O=C1c2cccnc2C(O)N1Cc1ccc(F)cc1 (configuration not stated) | 3 | -1.4 | 2 | -3.8 | 0.1 | 0.1 | -2 | 3 | 6 | -1.4 | -1.3
COc1ccc(O)c(/C=N/NC(=O)CCC(=O)Nc2ccc(C)cc2)c1 | -275 | -1.2 | -384 | -2.1 | 0.1 | -1.2 | -132 | -6 | -44 | -1.4 | -5.5
O=C(CN(Cc1ccccc1)C(=O)CSc1nnc(COc2ccccc2)o1)NC1CCCC1 | 0 | -0.8 | -1 | -0.9 | 0.4 | -0.1 | 2 | 4 | -2 | 0.1 | -1.5
O=C(Cc1c(F)cccc1Cl)Nc1ccccc1-c1ccccc1 | 1 | -0.7 | -7 | 1.2 | -1.5 | 0.0 | -6 | -6 | 0 | -0.7 | 1.9
Cn1cccc1-c1cc(C(=O)N/N=C/C=C/c2ccccc2)[nH]n1 | -2 | -1.4 | -1 | 1.7 | -0.8 | -0.8 | -10 | -13 | 0 | -1.8 | 0.4
CN(CCO)c1ccc(C(C(=O)c2ccccc2)c2ccc(N(C)CCO)cc2)cc1 | -7 | -1.1 | -9 | 1.9 | 0.1 | -0.4 | -3 | -23 | 1 | 1.0 | -1.5
CNc1nc(Nc2ccc(Br)cc2)nc(N)c1[N+](=O)[O-] | 1 | 1.2* | 1 | 9.1* | 0.7 | 1.4 | 0 | -4 | 0 | 5.5 | 2.8
CCOC(=O)c1c(NC(C)=O)sc2c(OCC(O)CN(CC)CC)c(Br)ccc12 (configuration not stated) | -15 | -0.6 | -20 | 4.3 | -0.4 | 0.1 | -56 | -2 | -22 | -0.6 | 1.5
COc1cccc2cc(-c3csc(CCn4nc(C)cc4C)n3)c(=O)oc12 | -126 | -1.4 | -146 | -0.3 | 0.5 | -0.2 | -65 | -1 | -21 | -2.5 | -0.2
O=C(NCc1cc(Cl)cc(Cl)c1)c1ccc2sc([C@H]3C[C@H](O)[C@@H](CO)O3)nc2c1 | 2 | -1.6 | 2 | 0.9 | · | -1.9 | -18 | -1 | 3 | -3.7 | -2.8
CCCCN(C(=O)CCC(=O)O)C1CC(=O)N(c2ccc(OCCC)cc2)C1=O (configuration not stated) | 6 | -1.3 | 6 | -0.8 | 0.9 | 0.8 | 6 | 3 | 6 | -0.3 | 3.9
OC[C@@H]1CN(Cc2ccc(Cl)cc2)C[C@H](n2cnc3c(N4CCN(c5ccccc5)CC4)ncnc32)O1 | 3 | -0.7 | 1 | -2.0 | · | -3.5 | -1 | -3 | -1 | -0.6 | -4.0
COc1cc(OC)cc(-c2nnc(NC(=O)c3ccc4c(c3)OCCO4)o2)c1 | 3 | -1.3 | -14 | 2.1 | 0.3 | 0.1 | 0 | -2 | 0 | -0.4 | -3.0
CC(c1ccccc1)n1cc(C(=O)N2CCCN(Cc3ccccc3)CC2)nn1 (configuration not stated) | 5 | -1.5 | 1 | · | · | -1.1 | 7 | -1 | 1 | -0.6 | -2.9
CCOC(=O)c1c(NC(=O)c2cc(C(C)C)on2)sc(C(C)=O)c1C | 3 | 0.0 | 0 | 0.6 | 0.8 | 0.6 | -4 | 5 | -3 | 2.4 | -0.7
CCO[C@@H]1OC(C(=O)O)=C[C@H](C2CC2)[C@H]1CCCO | 5 | -1.4 | 3 | -1.5 | -1.0 | 0.3 | 4 | -3 | 2 | -1.6 | -2.6
O=C1NC(c2cccs2)Nc2sc3c(c21)CCCC3 (configuration not stated) | -112 | 0.7 | -164 | 4.2 | 1.6 | 0.7 | -68 | -8 | -18 | 5.2 | 9.2
NC(=O)C1CCCN1 (configuration not stated) | 2 | -0.1 | 0 | -1.0 | 1.7 | 0.4 | -3 | -2 | -1 | 0.2 | -0.2
O=S(=O)(Cc1ccc(Cl)cc1)CC(O)COCc1ccccc1 (configuration not stated) | 2 | -1.2 | -1 | -1.6 | 0.0 | 0.5 | 0 | -10 | -2 | -0.5 | 0.5
CCCCCCCCCCCCC(NC(C)=O)(C(=O)OCC)C(=O)OCC | 0 | -1.2 | -1 | -0.3 | 0.8 | 0.0 | -4 | -4 | 0 | -1.6 | -0.5
CC(C)CC(=O)Nc1ncc([N+](=O)[O-])s1 | -1 | -1.0 | -8 | -2.0 | -2.1 | -0.2 | -6 | 7 | 0 | -2.4 | -1.5
COc1ccc(NS(=O)(=O)c2c(C)[nH]c(=O)[nH]c2=O)cc1OC | 7 | -0.1 | -8 | 0.0 | 0.1 | 0.2 | 1 | 11 | -5 | -2.8 | 1.0
COc1cccc2c3c(c(C)nc12)CCN3c1ccccc1 | -355 | -0.7 | i | 0.4 | 0.3 | -0.1 | -35 | -2 | -18 | 1.8 | 2.1
CC(=O)c1cccc(NC(=O)C2CCCN(S(=O)(=O)c3cccc4nonc34)C2)c1 (configuration not stated) | -1 | -1.3 | -5 | -2.3 | -1.4 | 0.2 | 5 | -4 | -1 | -1.4 | 0.8
Cc1ccc(S(=O)(=O)Nc2cc(=O)[nH]c(SCC(=O)Nc3ccccc3C(F)(F)F)n2)cc1 | -1 | -0.9 | -6 | 1.6 | 0.2 | -0.2 | 1 | 7 | -5 | -2.4 | -0.2
O=C(NC1CC1)C1CCN(C2CCN(C(=O)CC3=CCCCC3)CC2)CC1 | -6 | -1.8 | -3 | -0.7 | -1.0 | 0.2 | -8 | 4 | -7 | -0.8 | 2.7
CCOC(=O)C1=C(COC(=O)/C=C/c2cccc(F)c2)NC(=O)NC1C (configuration not stated) | 1 | -0.6 | -1 | 3.9 | -0.4 | 1.4 | -18 | -1 | -6 | 3.6 | 6.8
COc1cc(C(=O)OC(C)CN2CCN(C)CC2)cc(OC)c1OC (configuration not stated) | 2 | -1.3 | 2 | 0.2 | -1.2 | -0.3 | -8 | 13 | -5 | -1.4 | 2.7
COc1ccc(C(=O)NCC(=O)OCC(=O)N(C)c2ccccc2)cc1 | 1 | -0.8 | -4 | 2.0 | 2.4 | 0.4 | 4 | 0 | -2 | -0.1 | 1.2
COC(=O)[C@]1(Cc2ccccc2)N[C@H](CN(C)S(=O)(=O)c2ccc(C(F)(F)F)cc2)[C@@H]2C(=O)N(Cc3ccccc3)C(=O)[C@@H]21 | -2 | -0.7 | 1 | -2.1 | -0.2 | 0.1 | -6 | -3 | -3 | -0.1 | -0.4
COc1ccc(N2CCN(C(=O)CNC(=O)c3ccc4ccccc4c3)CC2)cc1 | -4 | -1.8 | -9 | 0.4 | -0.5 | -1.2 | -11 | -2 | -2 | 0.4 | 2.0
COCCNC(=O)C1(C)Oc2ccccc2NC1=O (configuration not stated) | 3 | -0.7 | 2 | 0.6 | 0.3 | 0.0 | -5 | 11 | 8 | -1.9 | -3.5
Cc1ccc(N2C(=O)c3ccc(C(=O)N4CCN(c5cccc(C)c5C)CC4)cc3C2=O)cc1 | -6 | -0.4 | 3 | -1.8 | -0.2 | -0.4 | -4 | 3 | -3 | -0.3 | -1.3
CC(C)CNC(=O)C1CCCN1S(=O)(=O)c1ccc(Cl)cc1 (configuration not stated) | 1 | -1.2 | 3 | 1.2 | -1.5 | 0.3 | 6 | 2 | 0 | -0.4 | 0.4
CC(C)(C)c1ccc(C(=O)NCC(=O)N/N=C/c2cccnc2)cc1 | 0 | -0.9 | -2 | 2.0 | 4.1 | 0.0 | 5 | -3 | 2 | 2.8 | 0.7
NC(=O)NC(=O)CN1C(=O)NC2(CCOc3ccccc32)C1=O (configuration not stated) | -1 | -1.6 | -9 | -0.3 | 0.5 | -0.1 | -2 | 7 | -5 | -1.0 | -2.3
CC(C)CCNC(=S)Nc1ccc(F)cc1 | 1 | -1.4 | 3 | -1.1 | -0.8 | -0.9 | 8 | 10 | -3 | -1.2 | 0.7
COc1ccc2nc(SCC(=O)NCCc3ccccc3)[nH]c2c1 | -4 | -1.5 | -6 | -0.6 | -0.3 | 0.3 | -1 | -6 | -1 | -1.2 | -0.1
Cc1c(C(=O)N2CCN(CCc3ccccn3)CC2)oc2ccc(F)cc12 | 4 | -0.6 | -1 | 1.7 | 0.1 | -1.7 | -1 | 7 | -1 | -1.6 | -0.9
CCOCCCNC(=S)N1C2CCC1CC(NC(=O)NC1CCCCC1)C2 (configuration not stated) | 0 | -1.5 | -1 | -1.1 | 2.2 | 0.5 | -6 | 5 | -4 | -1.4 | 1.2
Cc1ccc(-c2c(C#N)c(N)nc3c2CCCCCC3)o1 | -315 | -1.8 | -331 | -0.1 | -0.4 | 0.7 | -284 | -6 | -91 | -0.6 | -2.8
O=C(C1CCN(Cc2ccc(F)cc2)CC1)N(CCO)Cc1ccccc1 | 2 | -0.9 | 3 | 0.7 | 1.1 | -0.8 | 1 | 2 | -4 | -0.2 | -1.5
O=C(CSc1cccc2cccnc12)Nc1ccccc1F | -96 | -0.7 | -124 | 2.6 | 3.6 | 0.0 | -314 | -8 | -84 | 0.5 | 0.1
O=C(NC1CC1)C1CCN(c2ccc(S(=O)(=O)N3CCOCC3)cc2Cl)CC1 | -5 | -1.8 | -1 | 1.3 | -0.1 | -0.2 | 1 | 0 | -5 | 0.4 | -0.8
CC(C)CN1C(=O)CSCC1(C)C(=O)NC(C)C (configuration not stated) | 0 | -0.4 | 3 | · | · | 2.6 | -8 | 3 | -2 | -1.2 | 0.5
COc1ccc([C@@H]2C[C@@H](c3ccccc3)Oc3cc(OC)c(OC)c(OC)c32)cc1 | 1 | -0.9 | -3 | 2.6 | 1.9 | -0.4 | 5 | 0 | -1 | -1.8 | -1.8

Screens from PubChem BioAssay.
